Screening results from PubChem.
Runt-CBFb FRET – inhibitors of RUNX1 Runt–CBFb binding, primary screen, biochemical, FRET, Cerulean-Runt, Venus-CBFb, uHTS; Runt-related transcription factor 1 (Homo sapiens) + Core-binding factor subunit beta …; Cerulean-Runt/Venus-CBFb FRET ratio 530/480, 1 h; inhibition, % at 20 µM; 220,000 compounds, 0.46% hits; AID 1496, 2009;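 active = inhibition over about 50% at 20 µM in the single-dose screen, limit read from the data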;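 note: 0% = DMSO wells and 100% = excess unlabeled CBFb competitor control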
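Measured by: fluorescence energy transfer, 422 nm excitation, 530/480 nm emission; test system: Cerulean-tagged RUNX1 Runt domain (FRET donor) fusion protein; buffer or medium: Tris pH 7.5 buffer with BSA; compound: one dose, 20 µM compound, 1% DMSO; times: two 1 h room-temperature incubations shielded from light; benchmarks: unlabeled CBFb 5 µM, positive control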
EP2 modulator – EP2 receptor modulators, cAMP readout, primary screen, cell-based, HTRF cAMP, PGE2 stimulation; EP2-expressing cells, cAMP HTRF FRET, PGE2 co-stimulation; induction, % at 25 µM; Prostaglandin E2 receptor EP2 subtype (Homo sapiens), P43116; 260,000 compounds, 0.83% hits; AID 940, 2007;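 active = compounds whose cAMP rise, as percent of the full-agonist control response, exceeds 60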;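 note: rat C6 glioma line stably carrying human EP2 under a CMV promoter; the protocol text gives 20 µM as final concentration; 100% = response of wells given 1 µM PGE2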
Target sequence (P43116 whole entry, looked up): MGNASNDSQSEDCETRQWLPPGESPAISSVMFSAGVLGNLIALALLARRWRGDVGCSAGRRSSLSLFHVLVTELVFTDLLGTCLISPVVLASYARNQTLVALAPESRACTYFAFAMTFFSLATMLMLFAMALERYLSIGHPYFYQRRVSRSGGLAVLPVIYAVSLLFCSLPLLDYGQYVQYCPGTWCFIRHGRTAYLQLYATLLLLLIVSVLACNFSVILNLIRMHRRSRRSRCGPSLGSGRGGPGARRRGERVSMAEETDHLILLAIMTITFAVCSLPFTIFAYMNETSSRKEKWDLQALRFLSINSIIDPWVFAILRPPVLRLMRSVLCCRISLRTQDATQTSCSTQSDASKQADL
Hck Nef HTS – inhibitors of Nef-activated human Hck kinase, primary screen, biochemical, Z-Lyte FRET, 384-well, Hck-YEEI | Tyrosine-protein kinase HCK (Homo sapiens), P08631 | Recombinant Hck-YEEI plus Nef, Z-Lyte FRET kinase assay | inhibition, % at 20 µM | 220,000 compounds, 0.68% hits | AID 463187, 2010;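 active = Hck-Nef kinase inhibition above about 50%, limit read from the data; inactive = inhibition below that limit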;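 note: 0% = DMSO with Hck plus Nef and 100% = Hck alone without Nef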
Target sequence (P08631 whole entry, looked up): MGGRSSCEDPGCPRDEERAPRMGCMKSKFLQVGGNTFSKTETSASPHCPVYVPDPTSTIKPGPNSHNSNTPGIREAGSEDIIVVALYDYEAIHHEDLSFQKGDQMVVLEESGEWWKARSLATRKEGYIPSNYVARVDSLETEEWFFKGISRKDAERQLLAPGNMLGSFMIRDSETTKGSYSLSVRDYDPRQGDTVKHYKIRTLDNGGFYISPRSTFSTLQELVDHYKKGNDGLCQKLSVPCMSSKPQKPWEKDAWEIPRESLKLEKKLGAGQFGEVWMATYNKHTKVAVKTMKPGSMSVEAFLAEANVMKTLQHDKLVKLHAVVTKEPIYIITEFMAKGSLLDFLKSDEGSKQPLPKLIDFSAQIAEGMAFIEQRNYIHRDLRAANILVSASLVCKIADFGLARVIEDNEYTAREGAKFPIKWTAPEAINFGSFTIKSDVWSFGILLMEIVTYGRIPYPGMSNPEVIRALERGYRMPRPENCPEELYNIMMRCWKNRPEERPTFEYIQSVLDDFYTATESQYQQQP
zVAD death inh – inhibitors of zVAD-triggered necroptosis, primary screen, L929 cells. L929 zVAD necroptosis rescue, ATP luminescence, 24 h; with zVAD 60 µM. viability rescue, % at 10 µM. 220,000 compounds, 0.38% hits. AID 1377, 2008;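 active = activation, scaled between plate controls, above about 75%, limit read from the data; inactive = activation under that limit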;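 note: 0% = zVAD with DMSO and 100% = DMSO alone without zVAD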
RBBP9 inh – human RBBP9 inhibitors, primary screen, biochemical, fluorescence polarization, FP-Rh probe, HTS | inhibition, % at 7.94 µM | Serine hydrolase RBBP9 (Homo sapiens), O75884 | 220,000 compounds, 0.2% hits | recombinant RBBP9;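 active = inhibition above the campaign mean of all tested compounds plus 3 SD, cut at about 14% in these data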;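 note: plate controls were DMSO wells with RBBP9 for no effect and wells lacking RBBP9 protein for full effect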
Target sequence (O75884 whole entry, looked up): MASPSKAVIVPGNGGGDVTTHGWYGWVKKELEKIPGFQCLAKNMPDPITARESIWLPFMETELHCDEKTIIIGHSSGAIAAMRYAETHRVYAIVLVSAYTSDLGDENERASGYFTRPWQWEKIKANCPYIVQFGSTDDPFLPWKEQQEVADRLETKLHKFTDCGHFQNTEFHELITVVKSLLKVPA
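Assay system: recombinant human RBBP9; Reagent: Serine-hydrolase probe FP-Rh, 375 nM pre-mixing; Doses: 7.94 µM single dose, 0.794% DMSO; Incubation: 30 min then 45 min, 25 °C; Detection: fluorescence polarization (mP), excitation 525 nm, emission 598 nm; Evaluation: percent inhibition from mP, scaled between DMSO and no-protein wells.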
PERK inh – block of dimerizer-induced PERK translation repression, primary screen, PERK inhibitor project, CHO PERK-DD cells, SEAP luminescence, HTS; Eukaryotic translation initiation factor 2-alpha kinase 3 (Homo sapiens), Q9NZJ5; CHO PERK-DD fusion, SEAP luminescence translation reporter; inhibition, % at 5.6 µM; 220,000 compounds, 0.17% hits; AID 1416, 2008;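 active = inhibition above the mean inhibition of all tested compounds plus 3 SD, set separately per screening campaign, cut at about 2.9% in these data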;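 note: PERK kinase domain activated by AP20187 dimerizer at 100 nM; 0% = DMSO with dimerizer and 100% = rapamycin at 8.4 µM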
PGE2 EP2 inh – human EP2 receptor antagonists, primary screen, TR-FRET cAMP, C6 glioma cells. Prostaglandin E2 receptor EP2 subtype (Homo sapiens), P43116. 260,000 compounds, 0.52% hits. inhibition, % at 25 µM. C6 glioma cells expressing human EP2; cells stimulated with saturating PGE2;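 active = percent inhibition above 40 after rounding to a whole number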;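 note: rat C6 glioma host cells with rolipram phosphodiesterase inhibitor present; the protocol text gives 20 µM as final concentration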
TNF necrop inh – inhibitors of TNF-alpha triggered necroptosis, primary screen, cell-based, Jurkat FADD-/-, single concentration. 220,000 compounds, 0.068% hits. Jurkat FADD-/- TNF necroptosis rescue, ATP luminescence, 24 h; 0 = TNF only, 100 = no-TNF cells. activation (protection from cell death), % at 10 µM. AID 463075, 2010;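 active = activation, meaning protection from cell death, of at least 50% relative to plate controls; inactive = activation below 50%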;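 note: necroptosis triggered by 40 ng/mL TNF-alpha added together with compound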
Runt-SMMHC FRET – inhibitors of RUNX1 Runt–CBFb-SMMHC binding, primary screen, biochemical, FRET, Cerulean-Runt, Venus-CBFb-SMMHC, uHTS; Runt-related transcription factor 1 (Homo sapiens) + Core-binding factor subunit beta …; Cerulean-Runt/Venus-CBFb-SMMHC FRET ratio 530/480, 1 h; inhibition, % at 20 µM; 220,000 compounds, 0.74% hits;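 active = mean inhibition across duplicate retests at 20 µM reaching about 50%, limit read from the data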;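 note: 0% = DMSO wells and 100% = wells with excess untagged CBFb-SMMHC; inhibitors lower the FRET ratio by blocking Runt binding to CBFb-SMMHC; some results filed as inactive read as strong as hits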
An asterisk follows results filed as active; . = not tested or not shown; & = joins results of further samples.

SMILES	Runt-CBFb FRET	EP2 modulator	Hck Nef HTS	zVAD death inh	RBBP9 inh	PERK inh	PGE2 EP2 inh	TNF necrop inh	Runt-SMMHC FRET
CCCNc1nc2c(c(=O)n(C)c(=O)n2C)n1Cc1ccc(F)cc1	0	21	4	0.4	-4	-0.8	9	-2.2	-2
O=c1[nH]ncc(N2CCCCC2)c1Cl	0	16	2	1.1	1	1.3	3	1.4	3
Cc1nc([N+](=O)[O-])c(C(=O)O)n1C	0	1	15	0.8	-3	0.3	5	1.4	1
C[N+]1([O-])[C@@H]2Cc3cc4c(cc3[C@@H]1Cc1cc3c(cc12)OCO3)OCO4 (stereo partly specified)	0	-2	30	0.5	.	.	8	1.0	4
Cc1nnc(SCC(=O)Nc2ccc(Cl)cn2)s1	1	-43	2	1.0	2	0.9	8	2.3	0
O=C(CCN1C(=O)c2cccc3cccc(c23)C1=O)NCc1cccnc1	1	6	17	1.3	-9	-0.4	6	0.4	-5
COC(=O)c1cncc(O)c1	-1	-19	0	0.4	-4	0.5	18	-0.9	-1
CCOc1cc(-c2cc(-c3ccc(C)cc3)nc(N)c2C#N)ccc1O	-6	-58&-14	0	-0.2	-6	-2.5	22&10	-8.0	-9
CC(=O)C1=C(O)C(=O)N(c2cccnc2)C1c1ccc([N+](=O)[O-])cc1 (stereo unspecified)	1	26	-1	1.2	2	0.9	3	0.4	0
Cc1ccc2nc(-c3ccc(SCC(=O)O)nc3)[nH]c2c1	1	5	-1	1.2	-11	1.3	21	0.3	-1
Cc1nn(C(C)C(=O)Nc2ccc3c(c2)OCO3)c(C)c1[N+](=O)[O-] (stereo unspecified)	0	5	9	0.2	-4	0.5	3	0.9	-1
Cc1nc2c(-c3ccccc3)c(C)nn2c(SCC(N)=O)c1Cc1ccccc1	-2	-9	14	1.3	-11	-0.2	9	2.5	-3
N/C(=N\OC(=O)c1cc(-c2ccccc2)nc2ccccc12)c1ccccn1	2	18	19	-0.8	-7	-0.1	11	-0.2	-11
COc1cccc2cc(C(C)N(CCCN3CCOCC3)C(=S)Nc3cccc(C)c3C)oc12 (stereo unspecified)	-1	-5	29	0.7	2	0.9	7	0.6	1
CC(C)(C)c1ccc(Oc2ccc(N)cn2)cc1	0	27	3	2.1	-4	2.4	18	-23	-5
Cc1ccc(Cc2c[nH]c(=S)s2)cc1	26	38	18	-0.5	-11	-0.3	6	-0.4	40
CCCNC(=O)c1ccccc1NC(=O)CSCc1ccc(OC)cc1	-3	-4	0	0.3	1	0.5	1	0.8	-2
COc1c(Cl)cc(Cl)cc1/C=N/n1cnnc1	-2	17	-2	-0.4	-1	-0.1	1	-5.8	-15
CCOC(=O)C1CCN(C(=O)CSc2c3c(nc4ccccc24)CCC3)CC1	-1	4	-1	2.3	5	0.6	4	1.1	-1
O=C(c1noc2c1CCCC2)N1CCOCC1	-2	13	0	1.0	-8	0.2	8	0.0	1
COc1ccc2[nH]c(=O)c(CN(Cc3cccnc3)Cc3nnnn3CC3CCCO3)cc2c1 (stereo unspecified)	2	14	9	-0.3	-7	0.2	8	6.3	-2
Cc1cccc(/C=N/NC(=O)Cn2nc(C)cc2C)n1	6	25	2	2.2	2	0.4	8	0.6	15
O=[N+]([O-])c1ccccc1OCCOCCOc1cccc2cccnc12	2	-3	3	1.5	4	-0.8	4	2.0	4
COC(=O)[C@@]1(Cc2ccc(F)cc2)[C@H]2c3cc(C(=O)N4CCCC4)n(Cc4ccc(C(F)(F)F)nc4)c3C[C@H]2CN1C(=O)c1ccccc1	-6	-4	-3	-0.5	-7	-0.5	8	0.7	-9
C=C(C)CNC(=S)NNC(=O)CCn1c2ccccc2c2ccccc21	-3	-34	7	-0.3	-4	-0.2	8	0.8	1
O=c1c2oc3nc4c(cc3c2ncn1CCCc1ccccc1)CCCC4	-2	-4	3	1.1	-3	-0.8	13	7.2	-3
O=C(/C=C/c1ccc(O)c(O)c1)OC1C(O)CC(OC(=O)/C=C/c2ccc(O)c(O)c2)(C(=O)O)CC1O (stereo unspecified)	8	14	6	1.1	-6	1.2	16	1.1	-16
Cc1ccc(C(=O)Nc2nnc(-c3ccncc3)s2)o1	2	.	-9	-0.4	-3	0.5	7	0.3	5
N#Cc1c(C#N)c(O)c2ccccc2c1O	12	-66	-36	0.9	-4	0.7	5	-6.5	90
CC(=O)N1CCC(N(CCCOC(C)C)C(=O)Nc2ccc(Cl)cc2)CC1	.	.	1	-0.9	-5	0.6	12	0.0	.
S=c1[nH]nc(-c2ccc(Cl)cc2)n1-c1cccnc1	10	20	9	-0.1	-11	0.3	9	1.0	6
Cc1cc(C)nc(N/N=C/c2ccco2)n1	0	9	2	0.8	-2	1.2	9	1.8	4
CCOc1cc(CNc2ccc(O)cc2)ccc1OCc1ccc(Cl)cc1Cl	4	38	3	0.6	12	0.4	16	-19	1
O=C(NS(=O)(=O)c1ccccc1Cl)c1ccc[nH]1	-1	26	-8	.	-7	-0.4	3	1.0	0
CCOC(=O)N1CCN(C(=O)c2ccc(NS(=O)(=O)c3ccc(F)cc3)cc2)CC1	0	2	20	9.2	0	-0.5	17	-0.5	-8
COc1ccccc1NNC(=O)c1cccnc1Oc1ccccc1	-1	-26	0	-1.1	-9	-0.2	15	2.2	1
COc1ccc(C(CNC(=O)c2ccc(S(=O)(=O)N(C)C)cc2)N2CCCCC2)cc1 (stereo unspecified)	0	-22	17	-1.6	-1	1.2	2	1.3	0
Cc1cc2c3c(c1C)C1(C(=O)N3C(C)(C)CC2C)C(C#N)=C(N)OC2=C1C(=O)CC(C)(C)C2 (stereo unspecified)	-2	27	2	0.0	-7	0.7	1	-2.0	4
C=CCSc1nc2c(c(=O)[nH]c(=O)n2C)n1C/C=C(/C)Cl	-4	47	2	-0.2	-9	-0.3	13	-6.5	-1
Cc1ccc(CN(Cc2cccnc2)C(=S)Nc2cccc(Cl)c2C)cc1	2	30	-2	1.2	-3	-0.1	14	-0.8	3
CC(=O)c1cccc(NC(=O)CCS(=O)(=O)c2ccc(Br)s2)c1	0	-34	18	1.8	-11	0.5	8	1.3	-2
Cc1ccc2[nH]c(=O)c(-c3noc(-c4ccncc4)n3)cc2c1	.	.	1	0.5	-6	0.1	.	-0.9	.
COc1cc2c(cc1OC)CN(CC(=O)Nc1ccc(C#N)cc1)CC2	2	8	7	0.1	-7	-0.3	6	0.7	-1
COCCN(C(=S)Nc1cccc(OC)c1)C1CCN(C(C)C)CC1	4	7	0	1.9	-1	0.6	-2	3.0	2
C[C@H](Nc1ccc(C(F)(F)F)cc1[N+](=O)[O-])C(=O)O	0	33	20	-0.2	-4	1.0	9	1.8	-1
CCn1c(SCC(=O)Nc2nc(-c3ccccc3)cs2)nnc1-c1ccccc1	-2	-31	1	0.2	-8	0.2	7	0.4	-2
CCCC1(C(=O)OC)NC(c2ccc(OC)c(OC)c2)C2C(=O)N(c3ccc4c(c3)OCO4)C(=O)C21 (stereo unspecified)	12	5	5	-0.4	1	0.1	5	-0.3	1
Cn1cc2ccc([N+](=O)[O-])cc2n1	1	10	15	1.0	3	0.8	8	3.7	2
CSc1ncc(CN2CCN(C3CCCCC3)C(CCO)C2)cn1 (stereo unspecified)	-3	3	18	2.6	-3	0.6	3	0.1	2
CC(NC(=O)c1ccccc1NC(=O)c1ccncc1)c1ccccc1 (stereo unspecified)	1	12	4	14	-6	-0.1	5	0.5	-4
New compounds follow:
SMILES	Runt-CBFb FRET	EP2 modulator	Hck Nef HTS	zVAD death inh	RBBP9 inh	PERK inh	PGE2 EP2 inh	TNF necrop inh	Runt-SMMHC FRET
CCCN1C(=O)/C(=C/C=C2\N(CC)c3ccccc3C2(C)C)SC1=S	-20	16	1	-0.1	-7	-0.2	4	-9.4	-28
Cc1cccc(C)c1NC(=O)N1CCC(c2nc3ccccc3o2)CC1	-3	10	0	0.8	1	-0.3	10	1.3	2
CCSc1nnc(-c2cc3c(s2)-c2ccccc2CC3)o1	-2	63*	5	0.1	-1	-1.1	20	-3.0	-1
O=C(c1ccc2c(=O)n3c(nc2c1)CCCCC3)N1CCN(Cc2ccccc2)CC1	-1	-3	1	-1.1	-8	-2.0	5	0.1	5
Cc1ccc(N(Cc2cc3ccc(C)cc3[nH]c2=O)S(C)(=O)=O)c(C)c1	1	-7	17	0.8	-3	-1.5	12	-1.9	3
Cc1occc1C(=O)N/N=C/c1sc(N2CCOCC2)nc1-c1ccccc1	.	-20	6	0.6	-4	0.7	10	-2.2	3
COC(=O)N/N=C/c1c(C)c(C(=O)c2ccc(F)cc2)n2ccccc12	-16	14	3	1.9	-10	0.7	7	1.4	-64
CCOc1ccc(NC(=O)CCC(=O)c2ccc(-c3ccccc3)cc2)cc1	3	-24	1	1.9	-12	0.6	7	0.9	-1
O=C(NCc1ccncc1)C(=O)NC1CC1	2	14	-3	1.9	1	1.8	9	-0.2	-1
COc1ccc(OCC(=O)Nc2c3c(nn2C(C)(C)C)CSC3)cc1	0	-1	-11	2.2	-8	0.7	1	0.7	-8
CCC(C)c1ccc(NC(=S)NCCn2cc(Br)cn2)cc1 (stereo unspecified)	-1	-40	15	35	-9	-0.5	7	-0.3	-1
O=C(Nc1nnc(-c2ccco2)o1)c1ccc2ccccc2c1	1	-7	-4	0.0	-2	0.4	13	1.9	4
Cc1cc(/C=C(/C#N)c2nc3ccccc3[nH]2)c(C)n1-c1cccc([N+](=O)[O-])c1	1	-26	-2	4.0	-10	-1.3	8	-2.0	-2
Cc1nc2nc(CCc3ccccc3)nn2c(C)c1Cl	2	21	1	-0.3	-4	-0.6	10	1.1	-1
O=C(Cn1cnc2cc([N+](=O)[O-])ccc2c1=O)Nc1ccc2c(c1)OCO2	3	14	4	-0.1	-5	0.9	5	-1.3	2
C#CCNC(=O)C1=C[C@H](c2ccccc2)C[C@H](OCCCCO)O1	2	-7	0	0.6	0	1.2	13	0.6	1

A portion of the library; the hit share may differ from the screen's.
